Screening data from PubChem.
FUS suppressor: FUS proteinopathy suppression in yeast. 0.24% of 390,000 active. Potency, µM (titrated, usually from 76.6 µM), without a hit: top-dose growth rescue (activation), hits mostly activators. AID 1347120. S. cerevisiae FUS-expressing, growth rescue, OD600, 24 h;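 also: potency is read from the fitted curve at half-maximal effect; plate controls were DMSO vehicle for no effect and reference control for full effect; nearly all actives have a fitted effect of over 55% in size; some results filed as inactive show a strong effect at the top dose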
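Absorbance at 600 nm, taken 24hr after compound addition, measured rescue of FUS-yeast growth at 30C. Induction used 2% galactose with seeding at OD 0.005. Controls: CP55940 from 92uM final, DMSO only.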
Akt phos inh: blocks phosphorylation of Akt. Neuro2A IGF-stimulated pAkt S473 HTRF, 20 min; stronger effect = lower value. activity change, % for hits at 50 µM. 0.32% of 360,000 active; in the data active = activity change below about -80%; inconclusive = mostly about -51% to -80%; also: % is scaled to controls: 0 for no effect and ±100 for the full control effect
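Neuro2A cells (4,500/well, DMEM with 0.5% FBS) were treated with compound at a single 50 µM final concentration, stimulated with 6 nM IGF for 20 min at 37 °C, and lysed. Phospho-Akt Ser473 was read by HTRF as 665/615 ratio ×10^4.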
Abeta yeast res: A-beta toxicity reversal in yeast; Potency, µM (highest dose often 46.1 µM), for inactives: at the highest dose growth rescue, hits mostly activators; 0.063% of 410,000 active; yeast expressing A-beta42, growth rescue, OD600, 48 h; response scale: 0% DMSO, 100% iron-clioquinol control; also: potency is read from the fitted curve at half-maximal effect; nearly all actives have a fitted effect of over 55% in size
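Yeast growth medium received pinned compounds, then yeast cells expressing toxic A-beta were added; plates incubated at 30 C for 48 hr. Growth read as absorbance at 600 nm, normalized to DMSO and equimolar FeCl3 plus clioquinol controls.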
MmCpn inh: blocks the Methanococcus maripaludis chaperonin Mm-Cpn. purified Mm-Cpn ATPase, ADP Transcreener TR-FRET. Potency, µM (highest dose often 76.9 µM), without a hit: top-dose activity, negative = inhibition, actives largely listed as inhibitors. 0.031% of 330,000 active. AID 504842; also: potency is read from the fitted curve at half-maximal effect; % is scaled to controls: 0 for no effect and ±100 for the full control effect; nearly all actives have a fitted effect of over 80% in size
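25 nM Mm-CPN + cpd, 10 min 37°C; + 10 uM ATP, 30 min 37°C; buffer 30 mM Tris pH 7.4, 100 mM KCl, 5 mM MgCl2, 1 mM DTT; Transcreener ADP HTRF detection 30 min RT.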
PTHR1 agonist: activates the human parathyroid hormone receptor PTHR1 | Potency, µM (top dose mostly 115 µM), for inactives: at the top dose activation, most hits filed as activators | Q03431 | HEK293 GP2 PTHR1 cells, GloSensor cAMP luminescence, 1 h | 0.075% of 410,000 active; also: potency is read from the fitted curve at half-maximal effect; nearly all actives have a fitted effect of over 55% in size; some results filed as inactive show a strong effect at the top dose; inactives centre near -15; many of its hits are not listed in these tables
Target sequence (Q03431 whole entry, looked up): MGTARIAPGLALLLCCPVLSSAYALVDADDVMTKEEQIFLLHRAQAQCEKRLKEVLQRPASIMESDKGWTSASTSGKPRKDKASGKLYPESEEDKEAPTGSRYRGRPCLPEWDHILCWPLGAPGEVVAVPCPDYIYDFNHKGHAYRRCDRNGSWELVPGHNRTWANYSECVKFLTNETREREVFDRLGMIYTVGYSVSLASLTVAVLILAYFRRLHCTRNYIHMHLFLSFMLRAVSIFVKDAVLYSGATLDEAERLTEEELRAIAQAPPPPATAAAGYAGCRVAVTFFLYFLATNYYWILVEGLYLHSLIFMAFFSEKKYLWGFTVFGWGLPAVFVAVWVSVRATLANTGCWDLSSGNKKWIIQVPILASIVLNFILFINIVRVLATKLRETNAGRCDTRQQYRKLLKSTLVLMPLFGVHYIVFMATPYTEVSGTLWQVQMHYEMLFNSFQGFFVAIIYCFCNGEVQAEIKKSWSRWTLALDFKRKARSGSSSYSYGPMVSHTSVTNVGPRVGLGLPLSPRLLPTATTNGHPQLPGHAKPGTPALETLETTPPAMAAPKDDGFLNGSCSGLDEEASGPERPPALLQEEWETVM
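HEK-293-derived GP2 cells expressing PTHR1 and a GloSensor cAMP reporter, 3,000/well, plated overnight, given luciferin plus IBMX (each 0.5 mM as added) for 1 h at 37 °C, then compound for 1 h at 37 °C. Luminescence was read after 15 min at room temperature.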
GLP-1R inv ag: GLP-1 receptor (human) inverse agonism. HEK293 GLP-1R CRE-luciferase, luminescence, 24 h; GLP-1R form is constitutively active. Potency, µM (top dose mostly 38.3 µM), for inactives: at the highest dose activity change, negative = inhibition, usual class: inhibitors. P43220. 1.6% of 410,000 active; also: potency is read from the fitted curve at half-maximal effect; % is scaled to controls: 0 for no effect and ±100 for the full control effect; nearly all actives have a fitted effect of over 55% in size
Target sequence (P43220 whole entry, looked up): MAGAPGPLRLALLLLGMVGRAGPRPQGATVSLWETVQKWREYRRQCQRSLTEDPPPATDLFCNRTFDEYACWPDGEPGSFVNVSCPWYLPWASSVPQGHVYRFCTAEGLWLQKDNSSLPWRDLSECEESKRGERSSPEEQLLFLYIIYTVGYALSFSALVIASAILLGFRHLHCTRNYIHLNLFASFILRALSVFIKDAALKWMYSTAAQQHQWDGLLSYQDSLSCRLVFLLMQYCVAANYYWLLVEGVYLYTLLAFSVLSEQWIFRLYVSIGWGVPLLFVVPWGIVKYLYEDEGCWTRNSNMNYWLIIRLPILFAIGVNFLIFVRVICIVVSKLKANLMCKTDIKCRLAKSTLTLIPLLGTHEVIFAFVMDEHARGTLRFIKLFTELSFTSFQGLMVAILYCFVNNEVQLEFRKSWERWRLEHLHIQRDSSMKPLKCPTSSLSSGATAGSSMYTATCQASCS
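Assay principle: reduced luminescence from a cAMP-responsive reporter in HEK293 cells co-expressing a constitutively active GLP-1R. Conditions: 24 hr compound incubation, 37 deg C, 5% CO2.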
HEK293 tox: cytotoxic in the GLP-1 receptor inverse agonist counter-screen; Potency, µM (titrated, usually from 38.3 µM), without a hit: at the highest dose activity change, negative = inhibition, actives largely listed as inhibitors; AID 624418; 0.13% of 410,000 active; HEK293 cAMP-luciferase reporter cells, luminescence, 24 h;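 also: loss of luciferase light is scored as toxicity; potency is read from the fitted curve at half-maximal effect; % is scaled to controls: 0 for no effect and ±100 for the full control effect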
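Cells in DMEM/10% Nu serum/1% pen-strep, 1536-well format. Pre-incubated 12 h, dosed with 23 nL compound, incubated a further 24 h. Luciferase detection, 12 min at room temp, luminescence.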
aSyn rescue: inhibitors of alpha-synuclein toxicity in yeast. Yeast expressing alpha-synuclein, growth rescue, BacTiter-Glo, 24 h. Potency, µM (highest dose often 46.1 µM), without a hit: at the top dose growth rescue (activation), usual class: activators. 0.14% of 370,000 active. AID 652106; also: potency is read from the fitted curve at half-maximal effect; % of control where 0% means no effect; nearly all actives have a fitted effect of over 65% in size
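Galactose-induced alpha-syn yeast (OD600=0.02, raffinose-pregrown) + pinned cpd, 24 hr, 30 deg C; growth by BacTiter-Glo luminescence. Growth restoration scores as activation.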
TDP-43 yeast inh: inhibitors of TDP-43 toxicity in yeast; TDP-43 expressing yeast growth rescue, BacTiter-Glo, 24 h; Potency, µM (titrated, usually from 46.1 µM), for the others: top-dose growth rescue (activation), hits mostly activators; 1.8% of 410,000 active; also: potency is read from the fitted curve at half-maximal effect; % of control where 0% means no effect; nearly all actives have a fitted effect of over 50% in size
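Luminescence from BacTiter-Glo reports growth of TDP-43-expressing yeast after 24 hr at 30 deg C with compound. Cells were raffinose-pregrown to mid-log, then seeded in galactose medium at OD600=0.02.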
* marks the source's active call; other numbers are inactive results; i = inactive; ? = inconclusive; . = no result given; & = joins results of further samples; [ ] = another dose, or the depositor's remark. Unless noted, calls follow the shape of the dose curve; as a rule, active = well fitted curve in the direction sought with a large enough effect; inconclusive = small, poorly fitted or top-dose-only effect, or another doubt; inactive = no such curve, though single readings can be large; an effect the other way counts as inactive or inconclusive.

SMILES	FUS suppressor	Akt phos inh	Abeta yeast res	MmCpn inh	PTHR1 agonist	GLP-1R inv ag	HEK293 tox	aSyn rescue	TDP-43 yeast inh
C=CCC(=O)N1CCCC(CO)(Cc2ccc(F)cc2F)C1 (configuration not stated)	-21%	i	-1%	1%	i	-18%	-2%	-11%	15%
CC(=O)c1cccc(S(=O)(=O)N2CCC(C(=O)O)(c3ccccc3)CC2)c1	-6%	i	-21%	-4%	-5%	1%	-3%	-1%	-23%
COc1ccc(Cl)cc1C(=O)NCC#N	25%	i	-6%	1%	-4%[57.5 µM]	6%	5%	-1%	?
O=C(CC1C(=O)NCCN1Cc1ccc(-c2ccccc2)cc1)NCC1CC1 (configuration not stated)	13%	i	3%	-2%	-42%[inhibitor]	?	-16%	11%	-19%
CC1COC2C(O1)N(S(C)(=O)=O)CCN2S(C)(=O)=O (configuration not stated)	9%	i	1%	-2%	i	-3%	-13%	0%	-15%
O=C(Cn1nnc(-c2ccccc2Cl)n1)Nc1cccc(S(=O)(=O)N2CCCC2)c1	38%	i	10%	-1%	-12%	?	-14%	5%	-13%
Cc1ccccc1-c1nnc(SCC(=O)N(C)C2CCCCC2)o1	-20%	.	-7%	.	-23%	3%	-5%	.	12%
O=[N+]([O-])c1cccc2cnccc12	0%	i	-21%	.	i	-19%	3%	-5%	-22%
CCn1c(CNC(=O)c2ccc(Cl)cc2)nnc1SCC(=O)N1CCOCC1	-6%	i	-3%	2%	i	16%	-14%	8%	-1%
COc1ccc(N2C(=O)CC(Sc3ncn[nH]3)C2=O)c(OC)c1 (configuration not stated)	32%	.	13%	1%	-11%[57.5 µM]	4%	8%	-91%[inhibitor]	22%
OCCN1CCN(CC(O)COc2ccc(-c3ccccc3)cc2)CC1 (configuration not stated)	11%	i	-14%	-3%	-26%	?	1%	6%	-25%
CCOc1ccccc1-n1c(SCC(N)=O)nc2ccccc2c1=O	19%	.	5%	0%	i	2%	-1%	3%	-24%
CCOC(=O)N1CCC(NC(=O)C(CC(C)C)NC(=O)C2CCC(C)CC2)CC1 (configuration not stated)	35%	i	11%	1%	i	0%	2%	7%	14%
Cc1nn(C)c2c1c(C(F)(F)F)cc(=O)n2C(C)C(=O)NCc1ccccc1 (configuration not stated)	1%	.	-18%	.	i	-8%	1%	.	3%
CN(Cc1nc2ccccc2n1C)S(C)(=O)=O	4%	i	16%	-3%	i	3%	0%	2%	-8%
CCOc1cc(CN2CCN(CCc3ccccc3)C(CCO)C2)ccc1OC (configuration not stated)	10%	i	12%	0%	-5%	-8%[0.307 µM]	-2%[0.307 µM]	0%	-17%
Cc1c(NC(=O)c2cc(-c3ccc(F)cc3)on2)c(=O)n(-c2ccccc2)n1C	-8%&18%	i	-13%&-21%	2%	-3%	-6%&-11%	14%&-3%	0%	-21%&9%
O=C1C2(c3ccccc3)CN(CCO)CC1(c1ccccc1)CN(CCO)C2	-35%	i	12%	-2%	-23%	0%	-13%	-10%	5%
CCN(CC)S(=O)(=O)c1cc(C(=O)Oc2cccc(-c3cnc4ccccc4n3)c2)ccc1Br	-24%	.	9%	1%	-7%[57.5 µM]	2%	-2%	2%	0%
Cc1ccc(CNS(=O)(=O)NCc2ccccc2)cc1	24%	i	-1%	0%	16%	8%	3%	-7%	0%
CC1CCN(C(=O)c2ccc(S(=O)(=O)N(C)C)cc2)C(C)C1 (configuration not stated)	-8%	i	-2%	0%	-1%	7%	-3%	-10%	-13%
COc1ccc2[nH]c3c(c2c1)CCC/C3=N\N	15%	i	2%	-4%	?	17%	-15%	-2%	-4%
Cn1nnc2cc(NC(=O)N3CCN(c4ccccn4)CC3)ccc21	-11%	i	-12%	0%	i	2%	0%	-1%	-6%
Cc1ccccc1NC(=O)c1cnn(-c2ccccc2)c1C	2%	i	10%	1%	-20%	2%	14%	-14%	13µM*

A few values from the list:
Entry for COc1ccc2[nH]c3c(c2c1)CCC/C3=N\N under FUS suppressor: 15%
Entry for CCOc1cc(CN2CCN(CCc3ccccc3)C(CCO)C2)ccc1OC (configuration not stated) under PTHR1 agonist: -5%
Entry for CCN(CC)S(=O)(=O)c1cc(C(=O)Oc2cccc(-c3cnc4ccccc4n3)c2)ccc1Br under PTHR1 agonist: -7%[57.5 µM]
Entry for CN(Cc1nc2ccccc2n1C)S(C)(=O)=O under HEK293 tox: 0%

The results go on.
SMILES	FUS suppressor	Akt phos inh	Abeta yeast res	MmCpn inh	PTHR1 agonist	GLP-1R inv ag	HEK293 tox	aSyn rescue	TDP-43 yeast inh
COc1cccc(C(C(=O)NC(C)(C)C)N(CCc2ccccc2)C(=O)CCC(=O)Nc2cc(C)on2)c1OC (configuration not stated)	?	i	1%	-1%	i	-49%	-3%	3%	-8%
COC(=O)c1c(-c2cccs2)csc1NC(=O)COc1c(C)ccc(C)c1C	8%	.	-23%	.	-17%	?	-18%	.	15%
CCCOc1ccc(N2C(=O)CC(S/C(N)=N/N=C(\C)c3cccs3)C2=O)cc1 (configuration not stated)	6%	i	-16%	0%	-10%[57.5 µM]	0%	7%	-7%	-12%
COc1ccc(CNC(=O)COc2cc(O)c3c(c2)OC(C)(C)CC3=O)cc1	27%	i	-16%	2%	-17%	-21%	-13%	7%	11µM*
CC(C)c1ccc(C2N3CC4(C)CN2CC(c2ccccc2)(C3)C4=O)cc1 (configuration not stated)	-20%	.	-32%	.	-13%	9%	15%	.	19%
CCc1nc(N)nc(N)c1-c1ccc(Cl)c([N+](=O)[O-])c1	.	i	10%	.	i	?	-24%	3%	12%
Cc1cc(NC(=O)CCC(=O)N(Cc2ccco2)C(C(=O)NC2CCCC2)c2ccccc2)no1 (configuration not stated)	29%	i	8%	0%	-7%	11%	-1%	1%	-27%
CCN(CC(=O)Nc1ccc2c(c1)OCCO2)CC(=O)Nc1ccc(C)c(S(=O)(=O)N(C)C)c1	29%	i	-1%	-3%	i	2%	3%	-1%	21%
CCS(=O)(=O)c1ccc2oc(=O)c(/C=C(\O)c3ccc(Cl)cc3)nc2c1	6%	i	-7%	0%	i	-12%	-1%	2%	-29%
Cc1cc2c(=O)n(C)c(SCC(=O)Nc3ccccc3C)nc2s1	4%	i	-7%	0%	-24%	5%	3%	-9%	-23%
CCc1noc(C)c1C(=O)OCC(=O)Nc1cccc(C)c1	.	i	3%	2%	i	-10%	-5%	5%	23%
COc1ccc(S(=O)(=O)N2CCCC2CNC(=O)C(=O)Nc2ccc(F)cc2)cc1 (configuration not stated)	15%	i	6%	0%	-22%	?	-13%	0%	-10%
CC(C)c1cccc(OCCn2c(-c3ccc(Cl)cc3)nc3ccccc3c2=O)c1	4%	.	5%	.	3%	10%	7%	.	-4%
CC1CCCCN1C(=O)c1cccc(NC2=C(Cl)C(=O)N(Cc3ccccc3)C2=O)c1 (configuration not stated)	14%	i	5%	1%	-23%	?	-10%	16%	18µM*
COc1cccc(C(=O)NCc2ccco2)c1	16%	i	-13%	0%	2%	12%	1%	-1%	0%
CC(/C=C/C1(O)C(C)CC(=O)CC1(C)C)OC1OC(CO)C(O)C(O)C1O (configuration not stated)	-5%	i	-10%	.	-3%	-6%	-7%	-1%	17%
COc1ccccc1NC(=O)CCn1cccc1	20%	i	13%	1%	-10%	1%	1%	0%	23%
COc1ccccc1CNS(=O)(=O)c1cc(Br)cc2c1N(C(C)=O)C(C)C2 (configuration not stated)	-6%	.	3%	.	-16%	-7%	-2%	.	18%
CCCCN(C)c1ccc([N+](=O)[O-])cc1	.	i	-12%	2%	i	10%	-8%	-3%	14%
COc1cccc(-n2c(-c3ccco3)nc3c(cnn3-c3ccc(C)cc3)c2=O)c1	?	.	-2%	.	-89%[inhibitor]	?	14%	.	0%
Cc1c(NC(=O)c2cccc(S(=O)(=O)N(C)c3ccccc3)c2)c(=O)n(-c2ccccc2)n1C	12%	i	19%	.	i	11%	11%	2%	12%

An excerpt from above in order of formula weight, ascending:
SMILES	FUS suppressor	Akt phos inh	Abeta yeast res	MmCpn inh	PTHR1 agonist	GLP-1R inv ag	HEK293 tox	aSyn rescue	TDP-43 yeast inh
COc1cccc(C(=O)NCc2ccco2)c1	16%	i	-13%	0%	2%	12%	1%	-1%	0%
COc1cccc(-n2c(-c3ccco3)nc3c(cnn3-c3ccc(C)cc3)c2=O)c1	?	.	-2%	.	-89%[inhibitor]	?	14%	.	0%
CC(C)c1cccc(OCCn2c(-c3ccc(Cl)cc3)nc3ccccc3c2=O)c1	4%	.	5%	.	3%	10%	7%	.	-4%
CC1CCCCN1C(=O)c1cccc(NC2=C(Cl)C(=O)N(Cc3ccccc3)C2=O)c1 (configuration not stated)	14%	i	5%	1%	-23%	?	-10%	16%	18µM*

Only part of the results is shown. The share of hits here may be higher or lower than overall.
